Screening results (PubChem BioAssay)
NSD2 inh = NSD2 histone methyltransferase inhibitors, primary screen, biochemical, AlphaScreen, single concentration, set 2 | inhibition, % at 12.5 µM | NSD2 peptide methylation, 120 min | 310,000 compounds, 0.54% hits | Histone-lysine N-methyltransferase NSD2 (Homo sapiens), O96028; in the data active means inhibition above about 50%
Keap1-Nrf2 PPI = Keap1-Nrf2 protein-protein interaction inhibitors, primary screen, biochemical, fluorescence polarization, single point; Kelch-like ECH-associated protein 1 (Homo sapiens), Q14145; Keap1 Kelch-Nrf2 peptide fluorescence polarization, 1536-well; inhibition, % at 9.4 µM; 340,000 compounds, 0.15% hits; in the data active means inhibition above about 12%;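 further: human Keap1 Kelch domain with fluorescein labeled Nrf2 9mer peptide probe; 0% = neutral control wells and 100% = peptide positive control; higher means more block of Keap1 binding to Nrf2 peptide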
RTF Ca sens inh = cardiac RTF calcium sensitivity inhibitors, primary screen, biochemical, IANBD-TnC fluorescence, EC70 calcium | inhibition, % at 7.15 µM | IANBD-labeled cardiac RTF, Ca2+ fluorescence | Troponin I, cardiac muscle (Homo sapiens) + Troponin T, cardiac muscle (Homo sapiens) + … | AID 493244, 2011 | 340,000 compounds, 0.12% hits;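 active means inhibition above the mean inhibition of all tested compounds plus 3 SD, cut at about 17% in these data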;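 further: assay run at fixed EC70 calcium of 1.6 mM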
SR-BI DiI inh = inhibitors of SR-BI mediated HDL lipid uptake, primary screen, ldlA[mSR-BI] cells, fluorescence, single point; Scavenger receptor class B member 1 (Mus musculus), Q61009; ldlA[mSR-BI] CHO cells, DiI-HDL uptake fluorescence, 3 h; inhibition, % at 12.5 µM; 320,000 compounds, 0.96% hits; AID 488896, 2010;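 active means mean replicate inhibition of at least 70% and a set share of replicates each scoring 70 or more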;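 further: 0% = median of neutral control wells and 100% = median of positive control wells; values of inactives mirror those of a sister screen read the other way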
Target sequence (Q61009 whole entry, looked up): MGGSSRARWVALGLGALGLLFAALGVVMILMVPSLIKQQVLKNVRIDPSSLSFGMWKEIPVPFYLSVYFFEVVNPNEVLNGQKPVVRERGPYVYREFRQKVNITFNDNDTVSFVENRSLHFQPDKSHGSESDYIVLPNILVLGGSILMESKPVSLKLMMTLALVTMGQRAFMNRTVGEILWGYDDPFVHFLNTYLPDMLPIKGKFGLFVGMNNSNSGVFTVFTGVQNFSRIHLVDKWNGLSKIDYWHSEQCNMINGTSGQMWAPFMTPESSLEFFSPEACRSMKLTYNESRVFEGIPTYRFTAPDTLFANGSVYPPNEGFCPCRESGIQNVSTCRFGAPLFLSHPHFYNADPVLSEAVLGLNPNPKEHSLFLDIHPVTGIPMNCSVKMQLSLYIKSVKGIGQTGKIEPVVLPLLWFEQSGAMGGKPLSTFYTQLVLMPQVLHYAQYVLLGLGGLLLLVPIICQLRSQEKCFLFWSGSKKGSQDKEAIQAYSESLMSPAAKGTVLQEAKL
LANA DNA inh = inhibitors of KSHV C-LANA binding to DNA, primary screen, biochemical, fluorescence polarization, FAM-LBS DNA, MBP-C-LANA, single point | AID 504423, 2011 | inhibition, % at 9 µM | 340,000 compounds, 0.078% hits | Kaposi's sarcoma herpesvirus LANA C-terminal domain (residues 932-1162) DNA binding;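 active means highest replicate inhibition at or above 60% at 9 µM, even if other replicates fall short; inactive means all replicates below 60% inhibition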;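 further: 0% = neutral control wells and 100% = 4 µM acridine orange control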
PKA-R2B activ = activators of PKA-R2B holoenzyme, primary screen, biochemical, fluorescence polarization, Cy5-IP20, human; PKA-R2B holoenzyme dissociation; R2B truncated from residue 108, S112A mutant; 0% DMSO only, 100% 113 µM cGMP; cAMP-dependent protein kinase catalytic subunit beta (Homo sapiens) + cAMP-dependent …; activation, % at 11.4 µM; AID 504700, 2011; 340,000 compounds, 0.079% hits;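 active means activation above a cutoff set at the mean over all compounds plus 3 SD, cut at about 18% in these data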;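 further: higher means more holoenzyme dissociation and a rise in polarization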
Target sequence (P31323 whole entry, looked up, other chains not shown, the tested form may be a part): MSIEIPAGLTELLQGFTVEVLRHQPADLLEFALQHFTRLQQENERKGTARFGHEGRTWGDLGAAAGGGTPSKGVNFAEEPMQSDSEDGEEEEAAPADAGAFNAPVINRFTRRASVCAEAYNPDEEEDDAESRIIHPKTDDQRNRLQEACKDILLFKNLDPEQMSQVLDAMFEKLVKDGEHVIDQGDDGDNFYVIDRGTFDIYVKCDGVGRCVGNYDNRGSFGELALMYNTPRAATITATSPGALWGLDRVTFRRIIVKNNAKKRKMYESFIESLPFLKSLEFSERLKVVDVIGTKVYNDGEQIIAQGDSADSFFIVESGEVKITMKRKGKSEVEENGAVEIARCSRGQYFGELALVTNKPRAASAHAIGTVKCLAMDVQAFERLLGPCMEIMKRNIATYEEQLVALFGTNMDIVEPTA
Arrestin-AP2 inh = inhibitors of beta-arrestin/AP2 binding, primary screen, biochemical, GPCR trafficking, flow cytometry; FITC-arrestin peptide / GST-AP2 beads; AP2 beta2 appendage carries R879A mutation; inhibition, % at 10 µM; 340,000 compounds, 0.31% hits; AID 504490, 2011;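 active means inhibition above a set limit, near 3 SD of compounds lacking own fluorescence, cut at about 54% in these data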;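 further: plate controls were DMSO wells for no effect and 5 µM unlabelled arrestin peptide for full effect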
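System: GST-AP2 R879A glutathione beads | Also added: FITC-arrestin peptide, 50 nM | Times: 12 min plus 1 h, RT | Signal: Bead flow cytometry, FITC channel | Buffer or medium: PBS with 0.05% Tween 20 and 0.1% BSA | Read-out basis: Percent drop in bead-associated FITC signal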
PvdQ acylase = P. aeruginosa PvdQ acylase inhibitors, primary screen, biochemical, fluorescence, plate reader and imaging, single point. PvdQ acylase [Pseudomonas aeruginosa LESB58]. purified PvdQ acylase. inhibition, % at 10 µM. 340,000 compounds, 0.063% hits. AID 488965, 2010; in the data active means inhibition above about 30%, passing the limit was not always enough;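 further: 0% = vehicle neutral wells and 100% = reference inhibitor wells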
SR-BI uptake up = activators of SR-BI mediated DiI-HDL uptake, primary screen, ldlA[mSR-BI] CHO cells, DiI fluorescence; activation, % at 12.5 µM; 3 h; 100 = double the neutral-control signal; 320,000 compounds, 0.096% hits;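 active means mean replicate activation of at least 60% and every replicate at or above 60%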;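 further: 0% = median plate neutral-control signal and 100% = twice that signal; values of inactives mirror those of a sister screen read the other way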
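Material: SR-BI-overexpressing, LDLR-lacking CHO cells | Dosing: Single compound concentration, delivered by pin transfer | Probe or stimulus: Labelled HDL, 10 µg/mL | Signal: Bottom-read cell fluorescence after medium removal, ex 550/em 595 nm | Schedule: 3 h, 37 °C | Evaluation: HDL uptake via cellular fluorescence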
DAGLB inh = DAGLB lipase inhibitors, primary screen, biochemical, fluorescence, HTS; HEK293T DAGLB membrane lysate, EnzChek fluorogenic substrate; AID 504411, 2011; Diacylglycerol lipase-beta (Homo sapiens), Q8NCG7; inhibition, % at 5.17 µM; 340,000 compounds, 0.059% hits; in the data active means inhibition above about 34%;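 further: 0% = enzyme with vehicle and 100% = wells lacking enzyme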
Starred values were filed as active, the others as inactive; / = not tested or not shown.

The line under a structure holds: NSD2 inh	Keap1-Nrf2 PPI	RTF Ca sens inh	SR-BI DiI inh	LANA DNA inh	PKA-R2B activ	Arrestin-AP2 inh	PvdQ acylase	SR-BI uptake up	DAGLB inh
COc1ccc(C(=O)NCc2nnc(SCC(=O)Nc3cc(Cl)ccc3OC)o2)cc1
→ 2	-7	-6	67	-1.7	-6	-15	-14	-67	-1
COc1ccccc1N1CCN(C(=O)c2ccc3nc(-c4ccco4)c(-c4ccco4)nc3c2)CC1
→ 4	1	2	35	-0.4	-11	22	-5	-35	4
Cc1nc(=O)c(-c2ccccc2)c(C)n1-c1ccc(O)cc1
→ 1	-2	-6	3	0.5	12	12	-1	-3	2
COC(=O)c1cccc(NC(=O)c2ccc3c(c2)C(=O)N(C(C)(C)C)C3=O)c1
→ -2	-2	-8	44	-2.2	-21	5	9	-44	-3
Cc1ccccc1NC(=O)CCS(=O)(=O)c1ccc(Br)s1
→ 2	-7	-5	/	3.0	19*	-5	-12	/	-2
COc1cccc(-c2nc(CS(=O)(=O)CC(=O)NCCCN3CCN(C)CC3)c(C)o2)c1
→ -2	0	6	-1	1.9	-12	-15	-18	1	1
Cn1c(Cn2c(=O)sc3ccccc32)nnc1SCC(=O)NCc1ccc(F)cc1
→ /	-5	-7	-8	-1.9	-3	8	-5	8	-1
O=c1c(Cc2ccc(F)cc2)c(O)ccn1C1CC1
→ 1	-3	-3	-39	2.2	2	3	8	39	-3
CCCc1nc(NCC2CCCO2)c2nnn(Cc3ccccc3)c2n1 (configuration not stated)
→ -3	-6	6	-9	0.3	2	-3	-13	9	0
CCCNC(=O)c1sc2c(c1C(=O)Nc1ccccn1)CCCC2
→ 0	3	-3	37	-0.3	-7	4	-6	-37	-11
O=C(O)c1cccc(N/C(=N\S(=O)(=O)c2ccccc2)c2ccccc2)c1
→ -2	-6	-5	-22	-2.9	5	-7	-5	22	2
CCOc1ccc(CN2CCNC(=O)C2CC(=O)OC)cc1 (configuration not stated)
→ /	-3	-2	-14	-1.0	6	-4	-1	14	0
N#CC1=C(N)OC2=C(C(=O)CCC2)C1c1cc2c(cc1Br)OCO2 (configuration not stated)
→ -1	3	2	-20	0.9	-4	12	1	20	-2
O=C(COc1ccc2ccc(=O)oc2c1)NC1CCN(Cc2ccccc2)CC1
→ 25	-5	12	5	0.4	-3	-10	3	-5	0
Cc1ccc(C#N)c(SCc2cccc(Br)c2)n1
→ -2	0	1	41	-0.3	-3	4	-12	-41	-7
O=C(CN1C(=O)CCS(=O)(=O)c2ccccc21)NCc1ccc2c(c1)OCO2
→ -1	3	1	-19	1.1	6	17	-7	19	1
Cc1ccc(-c2csc3nc(C)n(N)c(=O)c23)cc1
→ -1	-4	-7	-4	0.4	-2	7	-13	4	0
COC(=O)[C@]1(C)N[C@H](CN(C)S(=O)(=O)c2ccc(OC(F)(F)F)cc2)[C@@H]2C(=O)N(C)C(=O)[C@@H]21
→ /	-3	-6	11	-0.5	2	6	-17	-11	-2
CC(=O)c1sc(NC(=O)C=C(C)C)nc1C
→ 1	1	3	-15	-0.1	-11	18	3	15	0
O=C(N/N=C/C1CC=CCC1)c1ccccc1O (configuration not stated)
→ -8	-4	2	-18	0.8	1	27	14	18	-1
Cc1ccc(C2N(c3ccc(Cl)cc3)C(=O)N3CCCN23)cc1 (configuration not stated)
→ -1	6	-6	8	-1.2	-5	-24	6	-8	-7
CCCc1nc(SCC(=O)Nc2cc(C)on2)c2ccccc2n1
→ -1	2	0	-3	-0.9	0	0	-7	3	-4
CN1C(=O)c2cccc3c(S(=O)(=O)NCCc4ccccc4)ccc1c23
→ -17	-1	-17	-13	-0.1	-9	-9	-9	13	-2
COc1cccc(/C=N/N2CCOCC2)c1O
→ 2	3	3	-9	-0.6	-4	-1	-7	9	1
Cc1cccc(NC(=O)CCN2C(=O)C3C4C=CC(C4)C3C2=O)n1 (configuration not stated)
→ /	-3	-6	-30	1.8	10	2	-18	30	-1
COc1cc2c(cc1OC)CN(C(=O)Nc1ccccc1Cl)CC2
→ 24	-2	5	8	0.0	15	12	-8	-8	-5
Cc1cc(=O)[nH]c(SCC(=O)NN(c2ccccc2)c2ccccc2)n1
→ -2	-5	3	-6	0.1	-7	-1	-15	6	1
Cc1ccccc1OCC(=O)N/N=C/c1ccc([N+](=O)[O-])o1
→ 12	0	-3	17	-0.6	4	12	11	-17	-3
O=C(O)C(c1ccccc1)C(O)c1ccc2c(c1)OCO2 (configuration not stated)
→ 1	1	-6	-9	-2.0	-8	-15	-14	9	2
O=C(c1ccccc1Cl)N1CCN(c2ccccn2)CC1
→ /	-4	-6	-27	0.8	-8	7	-20	27	1
CN(C)S(=O)(=O)N1CCC(Oc2cccc(C(=O)NCCC3=CCCCC3)c2)CC1
→ -2	0	0	22	-0.2	-1	-2	-18	-22	-3
CCN(CC)S(=O)(=O)c1ccc(NS(=O)(=O)c2ccc(OC)c([N+](=O)[O-])c2)cc1
→ 0	-1	11	1	-0.4	-6	19	2	-1	1
CCCNC(=O)c1onc(CSc2ccc(Cl)cc2)c1C(=O)NCCC(C)C
→ /	3	-6	5	0.2	3	31	1	-5	-22
Nc1cc(C2CCCC2)nn1-c1ccccc1
→ 1	-1	-2	-44	2.0	-2	-3	-15	44	-1
Cc1nonc1NC(=O)CSc1nnc(-c2ccoc2C)n1-c1cccc(Cl)c1
→ -1	-5	1	-28	-0.3	2	2	-14	28	1
C/C(=C\c1ccccc1)C(=O)Nc1nc2ccc([N+](=O)[O-])cc2s1
→ -3	2	-5	23	-0.8	-1	0	0	-23	2
CN(Cc1cnn(C)c1)C(=O)C1CCCCC1C(=O)O (configuration not stated)
→ -2	5	0	4	0.6	-5	23	4	-4	0
CSc1nnc(CSCc2ccc(Cl)cc2Cl)n1-c1ccccc1
→ 0	4	1	-3	-2.3	-18	4	-5	3	-1
Cc1ccc(N=Nc2c(C)[nH]n(-c3ccccc3)c2=O)cc1Br
→ 10	0	1	-3	-0.3	-3	36	2	3	-2
CCOc1ccc(S(=O)(=O)N(C)c2ccc(OCC(=O)NCc3ccco3)cc2)cc1
→ 0	-5	4	4	0.5	0	0	-15	-4	-4
Cn1c(=O)n(C)c2cc3[nH]cnc3cc21
→ -1	-4	3	-10	0.8	-3	-10	-14	10	-1
O=C(CSCC(=O)NC1CCCC1)Nc1ccccc1
→ -1	5	2	-14	2.0	-9	3	17	14	-2
COc1ccccc1CNS(=O)(=O)c1c(C)[nH]c(=O)[nH]c1=O
→ -3	-3	-2	8	0.8	-4	-7	-17	-8	1
CCC(C)/C(C)=N/NC(=O)c1ccc(CSc2nc3ccccc3s2)cc1 (configuration not stated)
→ -2	-5	10	68	0.8	-2	5	2	-68	-9
O=C(COc1ccccc1/C=C1\SC(=O)NC1=O)Nc1ccccc1
→ 4	1	4	3	0.0	-12	11	12	-3	5
O=c1[nH]c(=O)n(Cc2ccc(Oc3ccccc3)cc2)cc1Br
→ -1	-4	1	-24	0.2	-9	32	-4	24	1
Cc1[nH]c2ccccc2c(=O)c1C(=O)/C=C/c1ccccc1
→ 7	-7	5	2	-3.5	6	24	6	-2	1
Cc1sc2ncnc(SCC(=O)Nc3ncccc3O)c2c1C
→ 8	-2	-9	-9	3.3	0	7	-13	9	2
O=[N+]([O-])c1cccc(NNS(=O)(=O)c2ccccc2F)c1
→ 5	0	-1	2	0.0	5	1	5	-2	-3
COC(=O)COc1ccc(S(=O)(=O)NCc2ccc3c(c2)OCO3)cc1
→ 0	-3	-11	-10	-1.4	0	0	-17	10	3
CCn1ncc(S(=O)(=O)Nc2cccnc2)c1C
→ 6	-1	2	3	0.8	7	1	-11	-3	2
CC(C)N(Cc1ccccc1)C(=O)COC(=O)/C=C/c1cnc2ccccc2n1
→ 1	2	5	1	2.0	-6	43	0	-1	-5
CC(=O)Nc1ccc(S(=O)(=O)Nc2ccc3[nH]c(=O)[nH]c3c2)cc1
→ 2	-3	2	/	0.3	8	-6	-8	/	-1
CCCC(=O)N1c2ccccc2NC2=C(C(=O)CCC2)C1c1ccc(F)cc1 (configuration not stated)
→ 0	0	-1	-37	-0.7	-1	27	6	37	-2
CN(C)CCCN1C(=O)c2cc3ccccc3cc2C1=O
→ 4	-2	-1	-10	-3.9	1	6	2	10	-1
Cc1ccccc1CC1(CO)CCCN(C(=O)CCC(=O)c2ccccc2)C1 (configuration not stated)
→ -2	5	-15	18	0.6	0	1	14	-18	0
CC(C)(C)c1ccc(S(=O)(=O)/N=C2\C=C(NS(=O)(=O)c3ccccc3)C(=O)c3ccccc32)cc1
→ 108*	8	2	1	2.1	-2	-13	-10	-1	39*
COc1ccc(N2CC(C(=O)N3CCN(c4ccccc4)CC3)CC2=O)cc1 (configuration not stated)
→ -1	-3	-2	-20	-0.3	4	14	-4	20	2
COc1ccc(OCc2cc(C(=O)N(C)C(C)c3ccon3)no2)c(Cl)c1 (configuration not stated)
→ -1	-4	0	-14	0.0	-16	-2	-13	14	-1
COCCNc1nnc(SCC(=O)Nc2sc3c(c2C(=O)c2ccccc2)CCCC3)s1
→ 3	-6	-17	75*	0.7	-12	-1	-18	-75	0
CNC(=O)CSc1nnc(-c2ccco2)n1-c1cccc(C)c1C
→ 0	-6	-5	-18	1.2	0	-1	-2	18	4

Some values from the results shown.
Entry of CCOc1ccc(S(=O)(=O)N(C)c2ccc(OCC(=O)NCc3ccco3)cc2)cc1 in SR-BI DiI inh: 4
Entry of CSc1nnc(CSCc2ccc(Cl)cc2Cl)n1-c1ccccc1 in Keap1-Nrf2 PPI: 4
